# HSF1 inhib: HSF1 inhibition; AID 2098; NIH3T3-HGL HSE-luciferase, MG132-induced, luminescence 8 h; stronger effect = lower value; 0.77% of 300,000 active; activity change, negative = inhibition, % at 7.5 µM (by protocol);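 active = more than half of replicate wells show activity change below -50%, luminescence cut by over half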;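 also: luciferase reports HSF-1 transcriptional activity via heat shock element; 0% = median of DMSO wells and -100% = zero luminescence signal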
# Platelet DG rel: platelet dense granule release activity; human platelet-rich plasma, SFLLRN dense granule ATP release, luminescence; inhibition, %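 (compounds screened at 7.5 µM in platelet-rich plasma)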; 0.22% of 300,000 active;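 active = mean replicate score, as percent of positive control, at or above 50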
# aSyn UTR inh: 5' untranslated region of α-synuclein, MLPCN primary screen; alpha-synuclein 5'UTR reporter, inhibitor activity; inhibition, % (tested at 7.5 µM); 0.82% of 300,000 active; in the data active = inhibition above about 60%;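 also: H4 neuroglioblastoma cells stably carrying SNCA 5'UTR luciferase fusion; 0% = DMSO wells and 100% = positive control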
# AI-2 QS modul: modulators of Vibrio harveyi AI-2 quorum sensing system; AID 2094; Vibrio harveyi JMH597 AI-2 luminescence/OD600 ratio, 9 h; stronger effect = lower value; strain lacks LuxN and CqsS sensors; 0 = neutral-control median; activity change, % at 7.5 µM; 0.4% of 300,000 active; in the data active = activity change below about -75%, passing the limit was not always enough;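 also: luminescence divided by OD600 gain over 9 h not by final OD600 alone; inactives centre near 13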
# HSP90 inh: blocks HSP90-mediated luciferase refolding in reticulocyte lysate; Rabbit reticulocyte lysate, luciferase refolding luminescence, 3 h; 0.91% of 290,000 active; inhibition, % at 5.6 µM;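 active = inhibition above the screen-wide mean plus 3 SD, computed separately per campaign, cut at about 16% in these data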;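 also: 0% = DMSO wells and 100% = 60 µM geldanamycin wells; inhibitors lower the luminescence because luciferase stays unfolded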
# HDAC3 inh: inhibitors of human histone deacetylase 3; recombinant HDAC3, fluorogenic peptide/trypsin coupled, fluorescence; inhibition, % at 8.3 µM; 0.15% of 320,000 active; in the data active = inhibition above about 26%, passing the limit was not always enough
# Target sequence (O15379 whole entry, looked up): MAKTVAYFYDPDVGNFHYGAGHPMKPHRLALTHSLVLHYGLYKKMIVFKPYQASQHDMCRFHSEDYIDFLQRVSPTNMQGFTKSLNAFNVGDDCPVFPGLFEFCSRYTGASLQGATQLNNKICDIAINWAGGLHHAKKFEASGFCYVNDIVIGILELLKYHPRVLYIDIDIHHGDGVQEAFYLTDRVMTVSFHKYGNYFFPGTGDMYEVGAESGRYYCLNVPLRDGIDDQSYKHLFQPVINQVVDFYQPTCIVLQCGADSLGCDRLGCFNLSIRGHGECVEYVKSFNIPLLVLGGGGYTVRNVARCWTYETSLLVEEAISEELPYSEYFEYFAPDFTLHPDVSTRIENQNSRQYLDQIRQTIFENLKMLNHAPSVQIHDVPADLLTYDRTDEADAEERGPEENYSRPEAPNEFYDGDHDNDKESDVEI
# KLF5 inh: suppresses KLF5 promoter-driven expression | DLD-1 KLF5 promoter-luciferase reporter, luminescence | inhibition, % at 5 µM | 0.23% of 290,000 active | AID 1700;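 active = inhibition above a per-plate limit of that plate's mean compound inhibition plus 3 SD, cut at about 60% in these data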;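 also: 0% = DMSO wells and 100% = LY294002 at 200 µM; higher means less KLF5 promoter-driven luciferase light; inactives centre near -14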
# HSF1 activator: increases HSF-1 driven luciferase reporter signal; NIH3T3-HGL HSF-1 luciferase reporter, MG132, 8 h; 100% = twice DMSO control signal; activation, % at 9 µM; 1.7% of 300,000 active; AID 504408;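 active = mean replicate activation of at least 50% with a set share of replicates each reaching 50%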;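 also: 0% = median of the neutral control wells and 100% = twice that signal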
# IEC-6 tox: kills IEC-6 intestinal cells in KLF5 counter-screen | IEC-6 cytotoxicity, luminescence viability | inhibition, % at 5 µM | 0.78% of 290,000 active | AID 1825; in the data active = inhibition above about 22%;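 also: 0% = plate median of test compound wells and 100% = cytotoxic reference compound wells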
# HIF act: HIF pathway transcriptional activation. activation, % at 7.5 µM (by protocol). U2OS HRE-luciferase reporter, luminescence; normalized: DMSO 0%, desferrioxamine 100%. 0.32% of 300,000 active;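 active = mean activation of at least 10% of the iron chelator positive control signal, with at least half of replicates also reaching 10%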
# The depositor's hits bear a star; / = not tested or not shown.
[1] COc1ccc(/C=C/c2ccncc2)cc1
[2] CC(=O)c1cccc(NC(=O)CSc2nnc(C(C)N(C)C)n2Cc2ccccc2)c1 (stereo not drawn)
[3] COc1ccccc1Nc1nc2c(C)cccc2cc1C#N
[4] O=C(NCCCO)c1ccc(CSc2nc3ccccc3c(=O)[nH]2)cc1
[5] COc1cc(C(=O)Nn2c(O)c(C3=c4ccccc4=NC3=O)sc2=S)ccc1O
[6] O=C1C=C(NCC2CCCO2)CC(c2ccccc2)C1 (stereo not drawn)
[7] O=C(COC(=O)CC1c2ccccc2CCN1S(=O)(=O)c1ccccc1)Nc1ccccc1 (stereo not drawn)
[8] CC(=O)N1C(=O)NC2=C(C(=O)CCC2)C1c1cccc([N+](=O)[O-])c1 (stereo not drawn)
[9] Cc1cc(C)n(C(=O)C2CCCN2S(=O)(=O)c2ccc(Cl)cc2)n1 (stereo not drawn)
[10] Cc1nc(Cl)cc(CS(=O)(=O)c2ccc(Cl)cc2)n1
assay / compound	1	2	3	4	5	6	7	8	9	10
HSF1 inhib	11	-2	-5	2	11	-12	18	0	1	-1
Platelet DG rel	6	-2	-6	-5	-2	5	6	6	5	0
aSyn UTR inh	-96	0	-17	15	6	-12	-9	-2	26	-18
AI-2 QS modul	12	27	32	4	27	3	30	25	20	20
HSP90 inh	1	0	0	-2	4	3	1	-4	-2	0
HDAC3 inh	2	2	-3	/	5	/	3	-3	0	6
KLF5 inh	8	-12	-7	-12	2	-15	10	-2	-14	-3
HSF1 activator	23	-12	9	5	8	-10	58*	15	-6	-17
IEC-6 tox	1	0	2	2	-1	-9	5	4	-7	-5
HIF act	3.4	-0.3	0.0	-0.5	0.6	-0.3	-0.3	0.0	-0.4	-0.2

# Three structures already listed, ordered by count of non-hydrogen atoms, high to low:
[5] COc1cc(C(=O)Nn2c(O)c(C3=c4ccccc4=NC3=O)sc2=S)ccc1O
[4] O=C(NCCCO)c1ccc(CSc2nc3ccccc3c(=O)[nH]2)cc1
[10] Cc1nc(Cl)cc(CS(=O)(=O)c2ccc(Cl)cc2)n1
assay / compound	5	4	10
HSF1 inhib	11	2	-1
Platelet DG rel	-2	-5	0
aSyn UTR inh	6	15	-18
AI-2 QS modul	27	4	20
HSP90 inh	4	-2	0
HDAC3 inh	5	/	6
KLF5 inh	2	-12	-3
HSF1 activator	8	5	-17
IEC-6 tox	-1	2	-5
HIF act	0.6	-0.5	-0.2

# Next records
[11] COc1ccc(C2C(Oc3ccccc3C)C(=O)N2Cc2ccc(F)cc2)cc1OC (stereo not drawn)
[12] OC[C@H]1O[C@H](OC[C@H]2O[C@H](OC[C@H]3O[C@H](O[C@]4(CO)O[C@H](CO)[C@@H](O)[C@@H]4O)[C@H](O)[C@@H](O)[C@@H]3O)[C@H](O)[C@@H](O)[C@H]2O)[C@H](O)[C@@H](O)[C@H]1O
[13] CCN1C(C)=C(C)S/C1=C1\SC(=S)N(C2CCCCC2)C1=O
[14] NS(=O)(=O)c1ccc(NC(=O)c2ccc3c(c2)OCO3)cc1
[15] Cc1ccc(OCCC(=O)Nc2c(C)n(C)n(-c3ccccc3)c2=O)cc1
[16] CCc1c(O)nc(SC2CC(=O)N(c3ccc(F)c(Cl)c3)C2=O)[nH]c1=O (stereo not drawn)
[17] Cc1nc(C(=O)Nc2cccc(Cl)c2)nn1-c1cc(OC(C)C)c(Cl)cc1Cl
[18] COc1ccc(/C(C)=N/NC(=O)c2ccncc2)cc1[N+](=O)[O-]
[19] O=C(CCNS(=O)(=O)c1ccccc1C(F)(F)F)N1CCN(C(c2ccccc2)c2ccccc2)CC1
[20] CNC(=S)N/N=C(\C)c1cccc([N+](=O)[O-])c1
assay / compound	11	12	13	14	15	16	17	18	19	20
HSF1 inhib	7	-30	1	4	0	-2	-2	7	11	-6
Platelet DG rel	4	1	3	0	-1	-7	0	-3	-18	-17
aSyn UTR inh	11	7	10	-11	26	8	-31	24	15	10
AI-2 QS modul	24	0	12	5	1	11	27	24	7	20
HSP90 inh	4	/	-4	-2	-2	2	5	-1	/	3
HDAC3 inh	2	-13	-1	2	-1	3	1	1	6	3
KLF5 inh	-8	/	-30	-14	-19	-10	17	-6	/	-28
HSF1 activator	17	-46	8	-1	-7	4	-4	16	33	-6
IEC-6 tox	1	/	-5	-6	3	-8	8	-6	/	-5
HIF act	0.0	-0.1	-0.2	0.5	-0.1	-0.2	-0.5	2.1	-0.3	-0.1

[21] Cc1cnc(NC(=O)C2CCCC2)s1
[22] O=C1c2ccccc2C(=O)N1CSc1nnc2c3ccccc3n(CCc3ccccc3)c2n1
[23] N#CC(C#N)=Cc1cccn1-c1ccc(S(N)(=O)=O)cc1
[24] COCC(=O)Nc1ccc(N(C)C)cc1
[25] CCOCCCNC(=O)c1ccc(/C=C2\Oc3ccccc3N(C)C2=O)cc1
[26] O=C(CNC(=S)N(Cc1ccccc1F)C1CCCCC1)NC1CC1
[27] O=C(Nc1cccc(-c2cn3ccccc3n2)c1)c1cnccn1
[28] Cc1ccccc1C(=O)Nc1ccccn1
[29] COCCOC(=O)c1c(NC(=O)CN2CCc3ccccc32)sc(C(N)=O)c1C
[30] Cc1nn(-c2ccccc2)c(N2CCCC2)c1/C=N/Nc1ccc(S(N)(=O)=O)cc1[N+](=O)[O-]
assay / compound	21	22	23	24	25	26	27	28	29	30
HSF1 inhib	-13	4	5	-6	1	-1	16	-6	5	1
Platelet DG rel	1	-11	0	0	8	3	-4	-1	5	-3
aSyn UTR inh	16	16	-23	-5	-43	-6	-87	-43	5	-4
AI-2 QS modul	12	2	38	-4	12	27	-6	13	17	26
HSP90 inh	-1	4	7	0	-1	7	9	8	6	3
HDAC3 inh	0	8	6	/	-6	0	2	-7	/	7
KLF5 inh	-11	-23	1	-16	-134	-9	-25	11	-8	-15
HSF1 activator	9	7	6	6	1	-7	54*	-17	6	3
IEC-6 tox	0	0	4	-1	4	5	8	-1	4	-5
HIF act	0.2	-0.4	-0.5	0.4	-9.2	0.2	0.8	1.2	-1.4	-27

[31] Cn1cnnc1SCC(=O)Nc1ccccc1C(=O)NC1CC1
[32] Cc1ccc(NC(=O)CO/N=C/c2ccc(N(C)C)cc2)cc1
[33] O=C(CN1C(=O)C2C3C=CC(C3)C2C1=O)N1CCc2ccccc2C1 (stereo not drawn)
[34] Cc1ccc(C23CC4CC(CC(C(=O)N5CCN(C)CC5)(C4)C2)C3)cc1
[35] CC(=O)N(C(C)=O)N1C(=O)c2cccc3c(N4CCOCC4)ccc(c23)C1=O
[36] CCN(CC)c1ccc(C=C2C(=O)OC3(CCCC3)OC2=O)cc1
[37] COc1cc2c(cc1OC)CN(c1nc(-c3cccnc3)nc3ccccc13)CC2
[38] CC1CCN(C(=O)CSc2nnc(CNC(=O)COc3ccc(Cl)cc3)o2)CC1
[39] COc1ccccc1C(=O)N/N=C(\C)CC(=O)Nc1ccc(Cl)cn1
[40] COc1ccccc1CNc1nc(=S)[nH]c2cc(OC)c(OC)cc12
assay / compound	31	32	33	34	35	36	37	38	39	40
HSF1 inhib	-4	-4	-4	-3	-6	-6	0	6	6	-7
Platelet DG rel	-4	-5	4	9	-7	1	3	-6	8	-3
aSyn UTR inh	12	-24	-4	-1	-16	0	-7	-6	-60	-12
AI-2 QS modul	8	53	5	-5	18	14	13	-1	6	25
HSP90 inh	7	-1	0	-1	-4	-2	-7	-3	-2	-2
HDAC3 inh	2	0	5	-1	7	6	-1	-2	6	4
KLF5 inh	-5	-8	-35	-24	-56	-4	-33	-14	-30	11
HSF1 activator	17	11	5	5	-12	-13	7	-4	-1	24
IEC-6 tox	4	-6	-3	-7	-4	4	-2	-6	-4	-1
HIF act	-0.4	0.1	0.1	0.8	-0.8	-0.5	-0.6	2.5	0.2	-12

# By substructure, the compounds so far containing fluorine.
[11] COc1ccc(C2C(Oc3ccccc3C)C(=O)N2Cc2ccc(F)cc2)cc1OC (stereo not drawn)
[16] CCc1c(O)nc(SC2CC(=O)N(c3ccc(F)c(Cl)c3)C2=O)[nH]c1=O (stereo not drawn)
[19] O=C(CCNS(=O)(=O)c1ccccc1C(F)(F)F)N1CCN(C(c2ccccc2)c2ccccc2)CC1
[26] O=C(CNC(=S)N(Cc1ccccc1F)C1CCCCC1)NC1CC1
assay / compound	11	16	19	26
HSF1 inhib	7	-2	11	-1
Platelet DG rel	4	-7	-18	3
aSyn UTR inh	11	8	15	-6
AI-2 QS modul	24	11	7	27
HSP90 inh	4	2	/	7
HDAC3 inh	2	3	6	0
KLF5 inh	-8	-10	/	-9
HSF1 activator	17	4	33	-7
IEC-6 tox	1	-8	/	5
HIF act	0.0	-0.2	-0.3	0.2

# (listing goes on)
[41] NC(=O)COC(=O)CC12CC3CC(CC(Br)(C3)C1)C2
[42] COc1ccc(C(C)=O)cc1COC(=O)CCNS(=O)(=O)c1ccc(C)cc1
[43] CCOCCCNC(=O)CN(c1cc([N+](=O)[O-])ccc1OC)S(C)(=O)=O
[44] O=C(N/N=C/c1cc([N+](=O)[O-])ccc1O)C1C2CCCCC21 (stereo not drawn)
[45] N#CCSc1nc2sccc2c(=O)n1-c1ccccc1
[46] COc1ccc2nc(/N=C/c3c(C)[nH]n(-c4ccc(C)cc4C)c3=O)sc2c1
[47] Cc1ccc(S(=O)(=O)N2CCN(C(=O)c3ccccc3)C2)cc1[N+](=O)[O-]
[48] CC(c1ccccc1)n1cc(C(=O)NCc2cccnc2)nn1 (stereo not drawn)
[49] Cc1cccc(Cl)c1OCCCN1CCOCC1
[50] Cc1cc(OC(=O)c2cc(F)c(F)cc2Cl)nc(C)n1
assay / compound	41	42	43	44	45	46	47	48	49	50
HSF1 inhib	-8	4	0	1	-4	3	2	0	-7	0
Platelet DG rel	-5	-10	9	1	-5	-34	3	-3	9	3
aSyn UTR inh	2	6	12	-2	31	-52	-6	14	-5	26
AI-2 QS modul	23	0	15	34	-4	11	14	17	30	27
HSP90 inh	-1	/	4	-2	-1	2	0	-1	-3	-4
HDAC3 inh	1	3	2	1	1	4	-2	-7	4	0
KLF5 inh	-14	/	-7	-15	2	-9	-17	-29	-31	-24
HSF1 activator	-5	-4	2	4	-20	36	3	7	0	7
IEC-6 tox	1	/	3	8	5	12	-6	-2	-4	1
HIF act	0.3	0.5	-0.1	0.7	-2.3	-0.1	-0.1	0.1	0.4	0.3

[51] CN(C)C(=O)c1sccc1Oc1ccc(F)cc1[N+](=O)[O-]
[52] CNC(=O)CN(c1ccc(C23CC4CC(CC(C4)C2)C3)cc1)S(C)(=O)=O
[53] Cc1sc2ncnc(SCC(=O)N3CCCC(C(N)=O)C3)c2c1C (stereo not drawn)
[54] COc1cc(NC(=S)N2CCCC(CO)C2)cc(OC)c1 (stereo not drawn)
[55] CC1=CCC2C(=O)N(C(C)c3ccccc3)C(=O)C2C1 (stereo not drawn)
[56] O/N=C/Cc1[nH]c2ccccc2c1-c1ccccc1
[57] O=C(Nc1ccnc(-c2cccnc2)n1)c1cccs1
[58] COc1cccc(/C=C/C(=O)OCC(=O)Nc2ccc(N3CCOCC3)cc2)c1OC
assay / compound	51	52	53	54	55	56	57	58
HSF1 inhib	7	-9	0	7	4	4	-7	/
Platelet DG rel	-7	7	4	0	5	-2	2	-2
aSyn UTR inh	-8	7	-13	6	29	6	-40	-8
AI-2 QS modul	26	23	-14	8	7	-96*	6	26
HSP90 inh	-1	0	/	0	4	0	-1	-2
HDAC3 inh	-5	-1	-1	4	0	2	4	6
KLF5 inh	-16	-27	/	-6	-21	-15	-14	10
HSF1 activator	39	-7	1	11	7	5	-11	/
IEC-6 tox	1	-1	/	0	-4	-4	-7	2
HIF act	0.3	0.2	0.3	0.0	-0.2	-8.6	-0.1	0.0

# High-throughput results: PubChem, several laboratories
